# MLLE-PAM2 inh = blocks PAM2 peptide binding to the PABP1 MLLE domain. P11940. GST-MLLE / FITC-PAM2 fluorescence polarization. inhibition, % at 20 µM. 0.36% of 360,000 active; in the data active = inhibition above about 35%, passing the limit was not always enough;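 note: plate controls were DMSO wells with GST-MLLE for no effect and wells lacking GST-MLLE protein for full effect; some results filed as inactive read as strong as hits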
# SKN-1 inh = blocks SKN-1 activity in C. elegans; C. elegans VP596 Pgst-4::GFP/RFP ratio, acrylamide-induced, 24 h; inhibition, % at 21.8 µM; 0.49% of 360,000 active;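 active = interference check ratio from 0.5 to 1.5 plus GFP to RFP signal ratio inhibition reaching or exceeding a fixed threshold, cut at about 30% in these data, passing the limit was not always enough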; note: some compounds called inactive have numbers as strong as hits
# NadD block = inhibitors of Staphylococcus aureus NadD; 0.78% of 360,000 active; purified NadD enzyme, colorimetric absorbance read-out; inhibition, % at 20 µM; in the data active = inhibition above about 26%; note: some compounds past the cut are filed as inactive
# Neddyl block = cullin neddylation inhibition; P61081+Q13564; TR-FRET cullin neddylation, biochemical; calls only at 25 µM; 0.58% of 360,000 active; AID 651699; in the data active = inhibition above about 36%
# MT1-MMP act inh = blocks activation of human MT1-MMP | P50281 | HT1080 RFP-PRO-GFP cells, GFP/RFP ratio fluorescence, overnight; percent of plate control window, DMSO zero | GFP/RFP ratio change, % at 20 µM | 0.061% of 360,000 active | AID 651647;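 active = GFP/RFP ratio change of at least 30% with cell ATP level not reduced by more than half and red fluorescence within 50% of control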; note: strong numbers were not always called active
#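 Material – HT1080 RFP-PRO-GFP cells · Control set – DMSO wells and RFP-L50D-GFP cells · Incubation – overnight cell settling, then overnight compound exposure, 37 °C, 5% CO2 · Compound dosing – single-point 20 µM compound, 1% DMSO · Read-out – GFP/RFP fluorescence ratio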
# CSN deneddyl inh = CSN deneddylation inhibition; Purified CSN, SCF-Nedd8-OG deneddylation, fluorescence polarization; Q92905; 0.38% of 360,000 active; inhibition, % at 12.5 µM;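 active = pattern-corrected inhibition above about 35%, with an unprinted fluorescence ratio check between 0.5 and 1.5, limit read from the data, passing the limit was not always enough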;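 note: 0% = enzyme with substrate and 100% = substrate without enzyme; some results filed as inactive read as strong as hits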
#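 Assay system: HEK293T-derived human Csn5 enzyme; quantity: 0.24 nM enzyme; medium: Tris/NaCl/DTT buffer, pH 7.5; also added: substrate SCFSkp2-Nedd8OG, 10 nM; doses: 12.5 µM compound; schedule: 90 min reaction at room temperature; signal: FP; read-out: % inhibition of substrate cleavage by Csn5; benchmarks: substrate-only high control, full reaction low control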
# Rin1 Abl inh = blocks binding of human Rin1 to Abl. AID 588664. TR-FRET Rin1/Abl binding, biochemical. 0.4% of 360,000 active. inhibition, % at 7.35 µM; in the data active = inhibition above about 5%, passing the limit was not always enough
# Rpn11 block = blocks the human proteasome subunit Rpn11 | O00487 | human 26S proteasome, Ub4-pepOG fluorescence polarization; 20S core pre-blocked with epoxomicin | calls only at 20 µM | 0.59% of 360,000 active;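 active = inhibition at 20 µM, scaled to each plate's controls, above about 33%, limit read from the data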
# FAS TE block = inhibitors of human fatty acid synthase thioesterase domain; recombinant FAS-TE, OMFH fluorogenic substrate, fluorescence endpoint; P49327; inhibition, % at 15 µM; 0.67% of 360,000 active;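 active = compounds whose normalised, plate-corrected inhibition of enzyme fluorescence in the single-dose primary screen is 50% or more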;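 note: 0% = DMSO with enzyme and 100% = substrate without enzyme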
# Target sequence (P49327 whole entry, looked up, the tested form may be a part): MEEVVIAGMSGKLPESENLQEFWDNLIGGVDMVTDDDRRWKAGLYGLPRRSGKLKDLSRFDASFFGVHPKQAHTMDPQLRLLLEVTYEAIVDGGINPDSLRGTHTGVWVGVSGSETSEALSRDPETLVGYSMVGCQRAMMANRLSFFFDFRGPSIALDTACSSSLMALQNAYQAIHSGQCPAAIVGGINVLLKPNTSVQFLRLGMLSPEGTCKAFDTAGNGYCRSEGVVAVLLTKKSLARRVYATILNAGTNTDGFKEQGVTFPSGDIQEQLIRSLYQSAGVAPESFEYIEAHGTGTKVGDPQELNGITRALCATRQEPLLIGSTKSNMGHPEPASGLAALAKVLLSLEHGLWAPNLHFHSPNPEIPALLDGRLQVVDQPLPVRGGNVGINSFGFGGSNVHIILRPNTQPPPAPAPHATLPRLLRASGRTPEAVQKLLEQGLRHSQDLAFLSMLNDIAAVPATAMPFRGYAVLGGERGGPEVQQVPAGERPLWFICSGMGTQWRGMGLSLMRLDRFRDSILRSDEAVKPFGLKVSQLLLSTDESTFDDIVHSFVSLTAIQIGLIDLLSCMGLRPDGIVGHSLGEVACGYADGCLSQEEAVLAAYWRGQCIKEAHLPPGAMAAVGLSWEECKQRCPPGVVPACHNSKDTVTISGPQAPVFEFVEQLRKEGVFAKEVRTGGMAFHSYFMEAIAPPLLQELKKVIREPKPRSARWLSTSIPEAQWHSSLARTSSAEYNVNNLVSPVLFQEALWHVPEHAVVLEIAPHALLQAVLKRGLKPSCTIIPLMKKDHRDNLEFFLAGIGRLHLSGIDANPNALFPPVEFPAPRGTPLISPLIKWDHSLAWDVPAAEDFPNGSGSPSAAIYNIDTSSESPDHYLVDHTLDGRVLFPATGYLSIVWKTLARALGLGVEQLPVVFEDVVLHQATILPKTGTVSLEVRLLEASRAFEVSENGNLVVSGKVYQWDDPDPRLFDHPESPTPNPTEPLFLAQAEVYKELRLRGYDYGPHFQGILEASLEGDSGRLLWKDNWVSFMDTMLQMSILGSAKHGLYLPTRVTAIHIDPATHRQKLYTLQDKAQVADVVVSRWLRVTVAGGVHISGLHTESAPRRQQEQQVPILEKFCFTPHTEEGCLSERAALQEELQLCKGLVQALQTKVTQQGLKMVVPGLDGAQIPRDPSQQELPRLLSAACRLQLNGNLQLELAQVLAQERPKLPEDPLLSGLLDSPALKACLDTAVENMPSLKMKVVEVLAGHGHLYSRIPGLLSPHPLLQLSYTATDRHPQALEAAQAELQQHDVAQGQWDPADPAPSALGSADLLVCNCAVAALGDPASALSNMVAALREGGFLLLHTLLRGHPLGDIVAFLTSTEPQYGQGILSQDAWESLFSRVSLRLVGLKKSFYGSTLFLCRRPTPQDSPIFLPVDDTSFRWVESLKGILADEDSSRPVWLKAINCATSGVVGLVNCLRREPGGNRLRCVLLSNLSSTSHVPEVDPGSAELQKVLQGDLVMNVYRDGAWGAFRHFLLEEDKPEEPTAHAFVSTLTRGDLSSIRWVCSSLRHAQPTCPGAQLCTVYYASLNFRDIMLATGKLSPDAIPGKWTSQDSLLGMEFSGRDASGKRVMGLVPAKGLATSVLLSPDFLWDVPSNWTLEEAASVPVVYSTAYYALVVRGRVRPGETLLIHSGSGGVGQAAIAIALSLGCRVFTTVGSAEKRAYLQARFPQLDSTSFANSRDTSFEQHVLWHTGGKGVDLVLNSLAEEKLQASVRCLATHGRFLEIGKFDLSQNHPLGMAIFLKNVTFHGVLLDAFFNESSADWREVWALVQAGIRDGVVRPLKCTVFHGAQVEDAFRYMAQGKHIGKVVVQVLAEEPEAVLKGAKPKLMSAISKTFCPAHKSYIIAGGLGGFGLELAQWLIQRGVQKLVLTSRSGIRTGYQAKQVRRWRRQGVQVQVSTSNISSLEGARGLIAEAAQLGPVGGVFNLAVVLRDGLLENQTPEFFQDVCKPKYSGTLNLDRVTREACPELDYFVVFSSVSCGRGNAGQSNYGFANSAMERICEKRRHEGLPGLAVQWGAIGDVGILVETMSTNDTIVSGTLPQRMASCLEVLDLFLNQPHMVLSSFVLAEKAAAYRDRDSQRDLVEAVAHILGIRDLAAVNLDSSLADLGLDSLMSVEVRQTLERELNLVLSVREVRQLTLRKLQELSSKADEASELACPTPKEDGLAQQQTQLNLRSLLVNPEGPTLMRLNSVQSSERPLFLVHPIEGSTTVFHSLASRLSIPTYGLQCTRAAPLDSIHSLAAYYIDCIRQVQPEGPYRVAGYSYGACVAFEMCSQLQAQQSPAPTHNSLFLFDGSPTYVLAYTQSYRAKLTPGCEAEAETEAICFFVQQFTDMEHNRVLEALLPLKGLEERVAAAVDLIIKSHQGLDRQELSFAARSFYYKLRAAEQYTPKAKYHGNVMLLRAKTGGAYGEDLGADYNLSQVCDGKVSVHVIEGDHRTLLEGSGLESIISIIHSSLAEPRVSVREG
# Numbers without * were called inactive; i = inactive; . = not tested or not shown; + = active, no number.
SMILES,MLLE-PAM2 inh,SKN-1 inh,NadD block,Neddyl block,MT1-MMP act inh,CSN deneddyl inh,Rin1 Abl inh,Rpn11 block,FAS TE block
COC(C)(C)[C@@H](O)COc1c2ccoc2cc2oc(=O)ccc12,-6,-2,-2,i,-2,2,1,i,-9
Cc1ccc(NC(=O)COC(=O)Cn2ccc(C(F)(F)F)n2)cc1Cl,8,11,-7,i,2,-1,2,i,-6
CCOP(=O)(CC(C(C)=O)C(O)c1ccccc1)OCC (stereo not drawn),0,-5,-4,i,-4,-3,1,i,-5
CSc1ccc(CN2CCC(C)(Oc3ccc(CC#N)cc3)C2)cc1 (stereo not drawn),2,10,0,i,0,5,-5,i,8
Brc1ccc2ncnc(Nc3ccc(N4CCOCC4)cc3)c2c1,-6,8,-2,i,-12,0,-7,i,-5
CCc1ccc2[nH]c(=O)c(C(c3nnnn3CCOC)N3CCN(c4ccccc4)CC3)cc2c1 (stereo not drawn),2,0,9,i,-4,0,5,i,-6
Cc1ccccc1NC(=O)Nc1nc(C(N)c2ccccc2)cs1 (stereo not drawn),3,1,-10,i,0,-3,-1,i,-6
Cc1ccc(C)c(NC(=O)CSc2nc3[nH]ncc3c(=O)[nH]2)c1,11,8,-1,i,5,0,1,i,-15
COc1ccc(-n2nc3c(c2NC(=O)Cc2cccc(C)c2)CS(=O)C3)cc1 (stereo not drawn),2,-6,5,i,1,7,-3,i,-7
CCn1c(CSCc2c(Cl)cccc2Cl)n[nH]c1=S,5,6,22,i,4,-3,2,i,-3
C=C(C)COc1ccc(-c2nc(N)ncc2-c2ccc(Br)cc2)c(O)c1,2,7,-3,i,5,5,-2,i,24
Cc1cc(OCC(O)CN2CCCC2)ccc1C(C)C (stereo not drawn),1,-9,-2,i,3,1,-1,i,-8
CC1=NN(c2ccccc2)C(=O)C1CCC#N (stereo not drawn),1,7,-3,i,-2,0,0,i,-6
CNc1oc(C)nc1S(=O)(=O)c1ccccc1,32,10,-7,i,3,3,-3,i,-5
COc1cc(-c2cn[nH]c2N)cc(OC)c1OC,0,-5,8,i,10,7,3,i,-8
COc1ccc(NS(=O)(=O)c2ccc3oc(=S)[nH]c3c2)cc1,-114,1,1,i,-3,-1,2,i,0
COC(=O)c1ccc2c(c1C(=O)OC)CN(S(=O)(=O)C(C)(C)C)[C@@H]2CCO,7,0,0,i,3,-4,0,i,-4
COc1cccc(/C=C/C(=O)OCC(=O)N2c3ccccc3CC2C)c1 (stereo not drawn),-18,13,-5,i,2,-3,-1,i,14
COc1cccc(N2CCN(C(=O)Nc3ccccc3Cl)CC2)c1,8,11,0,i,0,2,3,i,2
CCOc1ccccc1OCCCC(=O)N1CCN(S(=O)(=O)c2cc(F)ccc2F)CC1,10,3,4,i,-3,1,2,i,7
Nc1ccc(Nc2nc(-c3ccncc3)cs2)cc1,-58,11,7,i,2,0,-7,i,-4
CC(=O)NC(Cc1c[nH]c2ccccc12)C(=O)OCC(=O)Nc1cc(C)on1 (stereo not drawn),1,-12,-2,i,5,-4,-1,i,-4
Clc1ccccc1/C=C/c1nc(-c2cccnc2)no1,-10,39*,-13,i,-5,-2,-1,i,1
O=C(Cn1ncc2c3ccccc3n(Cc3cccc(Cl)c3)c2c1=O)NCc1ccccn1,-65,22,10,i,-6,11,1,.,2
O=C(c1cccs1)N1CCCC(c2nc3c(nnn3Cc3ccccc3)c(=O)[nH]2)C1 (stereo not drawn),3,-3,-7,i,1,1,-2,i,-3

# Next results follow.
SMILES,MLLE-PAM2 inh,SKN-1 inh,NadD block,Neddyl block,MT1-MMP act inh,CSN deneddyl inh,Rin1 Abl inh,Rpn11 block,FAS TE block
CC(=O)NCCn1c(C)cc2ccccc21,27,49*,2,i,-2,-3,-3,i,-7
C[C@H](O)[C@@H]1C(=O)N2CCc3ccc(-c4ccccc4)cc3[C@@H]2C[C@@H]1N(C)C(=O)Nc1cc(Cl)cc(Cl)c1,10,5,11,i,2,5,1,i,30
CCOC(=O)CNC(c1ccccc1)c1cc(Br)ccc1NC(C)=O (stereo not drawn),3,14,2,i,-8,1,1,i,-3
Cc1cc(C(=O)Nc2ccc(S(=O)(=O)Nc3nccs3)cc2)c(C)o1,2,7,-1,i,-5,10,-2,i,-7
COC(=O)c1ccc(C)c(NC(=O)COC(=O)C2CC3CCCC(C2)C3=O)c1 (stereo not drawn),-40,20,2,i,-4,2,-1,i,-10
CC(=S)/C=C1\Sc2ccccc2N1C,11,24,3,i,10,7,-1,i,-12
O=C(Nc1ccc(Cl)cn1)c1cc2ccccc2o1,11,18,-8,i,3,-2,-1,i,1
Cc1nc2ccccc2c(C)c1CC(=O)OC(C)C(=O)NC1(C#N)CCCCC1 (stereo not drawn),4,-9,-3,i,0,-1,0,i,-2
CCCCCCNC(=O)O[C@H]1CN(C(=O)OC(C)C)N(C(=O)OC(C)C)[C@@H]2CN(S(=O)(=O)c3ccc(C)cc3)C[C@]12O,5,16,-9,i,-19,0,0,i,16
COC(=O)[C@@H](Cc1c[nH]c2ccccc12)NC(=O)c1ccc2c(c1)OCO2,-11,-1,-8,i,1,0,2,i,-4
COC(=O)c1c(NC(=O)c2ccn(C)n2)sc2c1CCC2,6,-10,-9,i,-1,6,0,i,-1
CCCCNC(=O)NCC(=O)Nc1ccc(F)c(F)c1,2,3,-9,i,1,7,2,i,7
COc1ccc(NC(=O)CN(c2ccc(OC)cc2)S(=O)(=O)c2c(C)nn(C)c2C)cc1,-7,1,-6,i,-3,1,0,i,-3
Nc1nc2ccccc2n1S(=O)(=O)c1ccc([N+](=O)[O-])cc1,-30,24,-4,i,3,1,-3,i,21
COc1ccc(-c2cc(C)no2)cc1S(=O)(=O)N1CCCCC1,-18,-2,-8,i,-3,0,3,i,3
S=C(NC1CCCCC1)N1CCn2cccc2C1c1ccncc1 (stereo not drawn),-88,2,-6,i,1,-2,-1,i,-3
O=C(c1ccc(-n2cncn2)c2ccoc12)N1CCOCC1,13,7,-4,i,1,5,-3,i,-11
CCOC(=O)c1ccc(NC(=O)CSc2ccc(-c3cccnc3)nn2)cc1,-2,3,-10,i,-5,3,2,i,0
CC(C#N)(CCc1ccccn1)CCc1ccccn1,-3,12,-1,i,1,-3,0,i,-9
CCCS(=O)(=O)N1CCN(C(=O)c2cccc(OC)c2)CC1,-5,-14,-4,i,-2,-1,-1,i,-4
O=C(Nc1cccn(Cc2c(Cl)cccc2Cl)c1=O)c1ccc(Cl)cc1,-1,19,-5,i,-13,2,2,i,25
CCCC[C@@H]1C=C(C(=O)O)[C@H](c2ccc3c(c2)OCO3)N1S(=O)(=O)c1ccc(C)cc1,-2,10,6,i,.,2,3,i,-7
CCOc1ccc(CC2CCC(=O)NC2=O)cc1 (stereo not drawn),-12,5,2,i,2,3,2,i,0
CN(C)S(=O)(=O)Nc1ccc(C(=O)O)cc1,-9,-19,-2,i,3,-2,-1,i,-7
CC1CCN(c2nc3ccccc3nc2C(C#N)C(=O)OC2CCCCC2)CC1 (stereo not drawn),-8,-12,-7,i,-88,1,-3,.,25

# Single records, from the list above. Order of values: MLLE-PAM2 inh | SKN-1 inh | NadD block | Neddyl block | MT1-MMP act inh | CSN deneddyl inh | Rin1 Abl inh | Rpn11 block | FAS TE block
# CCCC[C@@H]1C=C(C(=O)O)[C@H](c2ccc3c(c2)OCO3)N1S(=O)(=O)c1ccc(C)cc1 is listed as -2 | 10 | 6 | i | . | 2 | 3 | i | -7
# CCOc1ccc(CC2CCC(=O)NC2=O)cc1 (stereo not drawn) is listed as -12 | 5 | 2 | i | 2 | 3 | 2 | i | 0
# Cc1nc2ccccc2c(C)c1CC(=O)OC(C)C(=O)NC1(C#N)CCCCC1 (stereo not drawn) is listed as 4 | -9 | -3 | i | 0 | -1 | 0 | i | -2

# Back to the main list; the three compounds before the break are reprinted first.
SMILES,MLLE-PAM2 inh,SKN-1 inh,NadD block,Neddyl block,MT1-MMP act inh,CSN deneddyl inh,Rin1 Abl inh,Rpn11 block,FAS TE block
CCOc1ccc(CC2CCC(=O)NC2=O)cc1 (stereo not drawn),-12,5,2,i,2,3,2,i,0
CN(C)S(=O)(=O)Nc1ccc(C(=O)O)cc1,-9,-19,-2,i,3,-2,-1,i,-7
CC1CCN(c2nc3ccccc3nc2C(C#N)C(=O)OC2CCCCC2)CC1 (stereo not drawn),-8,-12,-7,i,-88,1,-3,.,25
COc1ccc(/C=N/Nc2nc(C)nc(N)n2)cc1,-11,27,-9,i,-1,-1,-2,i,-3
O=C(CCCc1ccccc1)Nc1ccc2c(c1)OCCO2,8,-7,-9,i,-2,-12,3,i,4
C#Cc1ccc([C@@H]2C=C(C(=O)N3CCOCC3)O[C@H](OCC)[C@H]2CCCO)cc1,11,12,-8,i,3,0,-1,i,-10
Cc1ccc([N+](=O)[O-])cc1-c1ccc(/C=C(\C#N)c2[nH]nc(N)c2C#N)o1,5,-1,28*,i,4,40,0,i,-16
O=C(NC(NC(=S)Nc1ccc(Cl)c(Cl)c1)C(Cl)(Cl)Cl)c1ccco1 (stereo not drawn),18,5,6,i,-2,-7,0,i,24
COCCNC(=O)C1(C)CCCN(C(=O)c2ccccc2)C1 (stereo not drawn),7,20,-2,i,0,-3,-2,i,-8
CCCN1CCc2c(sc(NC(=O)c3ccc(S(=O)(=O)N4CCCC4)cc3)c2C(N)=O)C1,-91,14,8,i,-39,15,-5,+,-34
C=CCn1c(CCCNC(=O)c2ccccc2OC)nc2ccccc21,-3,7,-1,i,4,0,-5,i,-3
CN(CC(=O)Nc1ccccc1Cl)C(=O)COC(=O)/C=C/c1cccs1,-2,2,-3,i,1,-3,-1,i,-4
CCN(CC)CCCN1C=C2C(=O)C(C)(OC(=O)CCC(=O)OC)C(=O)C(Br)=C2C=C1c1ccc(OC)cc1 (stereo not drawn),-4,9,11,i,-16,3,6,i,-9
CCCCOc1cc(C)nc(NCc2ccccc2)n1,-7,6,-7,i,-4,3,2,i,17
COC1CCCN(C(=O)c2ccc(OC3CCN(CCc4ccccc4)CC3)cc2)C1 (stereo not drawn),1,1,-3,i,-2,-6,3,i,-2
CCCCn1c(-c2ccc(Cl)cc2)nc2c(=O)n(C)c(=O)[nH]c21,6,3,5,.,2,1,0,i,-5
CN1OC[C@@H]2CN(S(=O)(=O)c3ccccc3)[C@H](c3cccc(Br)c3)C[C@@H]21,-1,11,4,i,2,3,-5,i,-54
Cc1noc(/C=C/N(C)C)c1S(=O)(=O)N1CCC(C(=O)NC(C)(C)C)CC1,-10,14,-1,i,2,1,1,i,-4
CCCCCCCC1CC(CSC(=N)N)OC1=O (stereo not drawn),4,-5,-10,i,3,-2,0,i,-44
Cc1ccc(S(=O)(=O)N(C)C)cc1NC(=O)C1CCCN(C(=O)c2ccc(Cl)cc2)C1 (stereo not drawn),-6,-3,-6,i,1,1,2,i,1
CCOc1ccccc1-n1c(SCC(=O)NC2CCCC2)nnc1-c1ccoc1C,6,-16,-4,i,0,0,-1,i,2
CCCCn1c(N)c(N(CC(C)C)C(=O)c2cc(-c3ccc(F)cc3)nc3ccccc23)c(=O)[nH]c1=O,-19,18,-1,i,-10,0,2,i,0
COCC1CCN(C(=O)C2CCC(=O)N(CCc3ccc(Cl)cc3)C2)CC1 (stereo not drawn),3,15,2,i,3,2,-1,i,-6
O=C(Nc1ccccc1C(F)(F)F)N1CCCC1c1cccnc1 (stereo not drawn),-6,-10,-4,i,-1,0,2,i,-6
CC(=O)Nc1ccc(S(=O)(=O)NC2CCS(=O)(=O)C2)cc1Cl (stereo not drawn),-4,6,-1,i,2,-3,-1,i,-5
COc1cccc(CN2CCN(C(=O)c3ccc(-c4ccccc4)cc3)CC2)c1OC,2,17,-4,i,-3,-7,5,i,22

# From PubChem BioAssay
